Bioassay records as filed in PubChem BioAssay.
SENP8 block-1 – inhibitors of human SENP8 protease; inhibition, % at 10 µM; hit rate 1.2% among 330,000; AID 2540; purified SENP8, Z-RLRGG-aminoluciferin cleavage, luminescence; in the data active = inhibition above about 50%
SENP1 FRET inh – blocks the human SENP1 SUMO protease catalytic domain; recombinant SENP1 catalytic domain, CyPet-SUMO1-YPet FRET cleavage; inhibition, % at 10 µM; hit rate 0.21% among 360,000; Q9P0U3;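 active = inhibition at least 30% at 10 µM, raw YFP signal under a set limit, fluorescence ratio 0.5 to 1.5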;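 also: 0% = enzyme with DMSO and 100% = no enzyme wells; some results filed as inactive read as strong as hits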
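Assay system – human recombinant His6-tagged SENP1 catalytic domain enzyme · Input – SENP1 enzyme, 20 pM final · Buffer or medium – Tris pH 8 buffer plus EDTA, NaCl, BME, BSA, NP40, catalase · Schedule – 50 min reaction at room temperature · Technique – FRET read of cyan and yellow fluorescence · Control set – no-enzyme wells low, DMSO-plus-enzyme wells high control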
SENP6 block – SENP6 protease inhibition; Recombinant SENP6 catalytic domain, aminoluciferin luminescence; inhibition, % at 10 µM; hit rate 1.8% among 330,000;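 active = inhibition above about 50% at the single tested dose, limit read from the data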;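 also: plate controls were DMSO wells with enzyme for no effect and DMSO wells lacking enzyme for full effect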
PfG6PD inh – PfG6PD (Plasmodium falciparum) enzyme inhibition; AID 504690; PfGluPho enzyme, NADPH resazurin-diaphorase fluorescence; hit rate 0.78% among 350,000; inhibition, % at 20 µM;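 active = inhibition reaching at least a set limit at 20 µM in the primary screen, cut at about 59% in these data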;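 also: 0% = DMSO wells with substrate and 100% = DMSO wells lacking glucose-6-phosphate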
SENP8 block-2 – SENP8 (human) protease inhibition; Q96LD8; recombinant SENP8, Nedd8 substrate fluorescence; inhibition, % at 20 µM; hit rate 0.64% among 360,000; AID 602440; in the data active = inhibition mostly above about 40%, no sharp cut-off; inactive = mostly below about 27%
SENP7 inh – SENP7 protease inhibition. Q9BQF6. recombinant SENP7, Z-RLRGG-aminoluciferin luminescence, 40 min. inhibition, % at 5 µM. hit rate 1.5% among 330,000. AID 434973;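 active = inhibition above about 50% at the single test dose, limit read from the data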;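 also: plate controls were DMSO with enzyme for no effect and no enzyme buffer wells for full effect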
Apaf1 inhib – inhibitors of human Apaf-1 apoptosome; O14727; reconstituted apoptosome caspase-3 activity, DEVD-Rh110 fluorescence; inhibition, % at 20 µM; hit rate 0.71% among 330,000; active = inhibition of at least 40% at 20 µM;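 also: plate controls were DMSO wells for no effect and DEVD-CHO caspase inhibitor wells for full effect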
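Material: reconstituted apoptosome with Apaf-1, cytochrome c, caspase-9, procaspase-3, dATP / Buffer or medium: pH 7.5 Hepes buffer with CHAPS, BSA, DTT / Also added: cytochrome c with DEVD-Rh110 / Schedule: compound with Apaf-1, dATP, procaspase-3 30 min, then 50 min reaction, room temperature / Technique: rhodamine 110 fluorescence at Ex 480/Em 540 nm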
HKDC1 inhibitor – HKDC1 (human) hexokinase inhibition | Q2TB90 | recombinant HKDC1, G6PDH/diaphorase resazurin coupled fluorescence | inhibition, % at 20 µM | hit rate 0.16% among 340,000 | AID 493160;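 active = inhibition above about 35% when tested at 20 µM, limit read from the data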;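 also: plate controls were DMSO wells with enzyme for no effect and DMSO wells lacking enzyme for full effect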
Target sequence (Q2TB90 whole entry, looked up): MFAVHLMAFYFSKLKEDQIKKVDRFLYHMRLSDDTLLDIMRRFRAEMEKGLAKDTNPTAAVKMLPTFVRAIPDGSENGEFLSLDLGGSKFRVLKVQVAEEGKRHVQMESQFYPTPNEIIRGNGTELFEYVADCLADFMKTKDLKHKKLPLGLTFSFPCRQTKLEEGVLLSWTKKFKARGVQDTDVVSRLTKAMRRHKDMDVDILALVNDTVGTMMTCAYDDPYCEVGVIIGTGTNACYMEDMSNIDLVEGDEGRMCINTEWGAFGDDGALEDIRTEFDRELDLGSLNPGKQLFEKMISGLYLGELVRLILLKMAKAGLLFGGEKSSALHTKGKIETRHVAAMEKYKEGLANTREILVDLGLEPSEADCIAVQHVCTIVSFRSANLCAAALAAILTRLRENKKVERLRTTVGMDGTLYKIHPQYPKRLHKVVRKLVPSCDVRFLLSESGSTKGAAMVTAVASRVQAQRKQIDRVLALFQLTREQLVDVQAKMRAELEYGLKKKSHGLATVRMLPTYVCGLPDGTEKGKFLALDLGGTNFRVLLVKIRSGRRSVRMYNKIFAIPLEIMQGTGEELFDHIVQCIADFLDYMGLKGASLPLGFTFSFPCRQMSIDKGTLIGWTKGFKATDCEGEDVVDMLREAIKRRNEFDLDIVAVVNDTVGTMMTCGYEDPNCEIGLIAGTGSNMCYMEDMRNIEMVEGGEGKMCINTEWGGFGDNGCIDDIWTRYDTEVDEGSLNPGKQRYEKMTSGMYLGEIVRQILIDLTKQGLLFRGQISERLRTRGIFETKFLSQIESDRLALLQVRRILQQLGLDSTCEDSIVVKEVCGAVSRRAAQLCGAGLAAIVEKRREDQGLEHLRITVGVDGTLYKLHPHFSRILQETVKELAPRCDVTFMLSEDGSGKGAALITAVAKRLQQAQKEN
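Material – in-house recombinant HK5 (HKDC1) enzyme · Quantity – HKDC1 at 5 µg/mL · Buffer or medium – pH 8.0 Tris buffer with 10 mM MgCl2 · Reagent – glucose with 1 mM ATP · Dosing – single 20 µM dose · Times – reaction time 90 min, room temperature, protected from light · Technique – resorufin fluorescence at 613 nm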
Numbers without * were called inactive; · = no result given.

Screens in order – SENP8 block-1, SENP1 FRET inh, SENP6 block, PfG6PD inh, SENP8 block-2, SENP7 inh, Apaf1 inhib, HKDC1 inhibitor
COc1cc(C(=O)OCC(=O)Nc2c(F)c(F)c(F)c(F)c2F)cc(OC)c1OC
 : -5, 4, -4, -10, 9, 8, 16, -3
CN1C(=O)/C(=C/c2cn(CC(=O)N3CCCCC3)c3ccccc23)NC1=S
 : -8, -31, -7, 15, -18, -8, 12, -2
O=C(CNc1cccc(C(F)(F)F)c1)N/N=C/c1ccccc1C(=O)O
 : 4, 1, -3, 5, 24, 11, -21, 1
CC(=O)Nc1cc2nc(C)n(Cc3ccc([N+](=O)[O-])cc3)c2nc1C
 : 1, 1, 4, -7, 3, -1, 1, -1
CCCOP(=O)(OCCC)C(Nc1ccc(C(C)C)cc1)c1ccc([N+](=O)[O-])cc1 (stereo unspecified)
 : -3, 1, 0, 21, 14, -1, 30, -5
CCCNC(=O)c1c[nH]c2ccc(S(=O)(=O)N(C)c3ccc(OCC)cc3)cc2c1=O
 : -6, ·, 5, 1, ·, -9, 26, 4
COc1ccc(OCc2csc(N)n2)cc1
 : -2, 1, -30, -9, 9, 7, -4, -5
COc1cc(C(=O)OCCCN(C)C)cc(OC)c1OC
 : -6, 1, -2, 1, -8, -7, -9, -8
COc1cccc(NC(=O)CC(=O)c2ccccc2)c1
 : 23, 1, 42, -1, -3, 38, 15, -1
O=C(CN1C(=O)C2C3CC(C(Br)C3Br)C2C1=O)N1CCN(Cc2ccccc2)CC1 (stereo unspecified)
 : -6, 2, -56, -5, 23, -10, 13, -6
COc1cc2c3c(c1)C1(C(=O)N3C(C)(C)C=C2C)C(C#N)=C(N)Oc2cc(O)ccc21 (stereo unspecified)
 : -12, -2, -8, -5, -117, -7, 25, 3
COc1ccc(Cl)cc1N1C(=O)C2CCCN2C1c1ccc(F)c(F)c1 (stereo unspecified)
 : -4, 0, -16, -1, 7, 3, 2, -3
Cc1nn2c(N)c(C#N)cnc2c1-c1ccc(Cl)cc1
 : 9, -10, 3, 9, -453, 3, -14, -1
O=C(O)c1cccnc1SCc1ccccc1Cl
 : 4, 0, 0, -37, 14, 4, -6, -1
CN(C(=O)COC(=O)CSc1ccc([N+](=O)[O-])cc1)c1ccccc1
 : -12, 4, -2, 53, 5, -14, 4, 1
CC(=O)c1c(C)[nH]c(C(=O)OCC(=O)Nc2cc(Cl)ccc2[N+](=O)[O-])c1C
 : 6, 1, 16, 2, 15, -5, 4, -9
C#Cc1ccc([C@@H]2C=C(C(=O)N3CCN(Cc4ccccc4)CC3)O[C@H](OCC)[C@H]2CCCO)cc1
 : -3, 1, -4, 10, 5, 0, 14, 1
Cc1ccccc1-c1nnc(SCC#N)o1
 : -5, -1, -3, 10, 18, -8, -5, -2
CCOC(=O)Nc1ccc2c(c1)N(C(=O)CCN1CCN3CCCC3C1)c1ccccc1CC2 (stereo unspecified)
 : 2, -7, -5, 9, 11, 5, -14, -13
CCCCNC(=O)Cc1c(O)c2ccccc2[nH]c1=O
 : 5, -2, 3, 12, 1, 6, 3, 1
Cc1cccc(/C=N/n2c(-c3ccccc3)n[nH]c2=S)c1O
 : 5, 31*, -16, 36, 17, 1, 1, 7
Cc1ccc(N/C=C/C(=O)c2ccc(C)cc2)cc1
 : -21, -68, -13, -3, -296, 19, -1, -5
CCOC(=O)CSc1nc2c(c(=O)n1-c1ccc(OC)cc1)SCC2
 : -18, 1, -19, 7, 1, 15, 3, 0
CC(=O)Nc1cccc(NC(=O)CSc2nnc(NC(=O)C3CC3)s2)c1
 : 10, 1, 0, -9, 8, 0, -5, 2
O=C(Cc1cc(=O)[nH][nH]1)N/N=C/c1cccc2ccccc12
 : -10, 2, 2, 18, 16, 2, 54*, -2
C[C@@H]1C=C(C(=O)N2CCN(Cc3ccc4c(c3)OCO4)CC2)O[C@H](OCCCCO)C1
 : -9, 1, -7, 3, 17, 10, 3, -2
C=CCN(CC=C)C(=O)c1ccccc1NC(=O)c1ccccc1C
 : -10, 1, -13, -4, 2, -12, 7, -4
O=[N+]([O-])c1cccnc1N1CCN(Cc2ccc3c(c2)OCO3)CC1
 : 4, 1, 9, 4, 32, -1, 0, -3
Cc1c(Nc2cc(=O)oc3ccccc23)c(=O)n(-c2ccccc2)n1C
 : 1, 3, 14, -17, 20, -5, -5, -3
CN(CCOc1ccc(Cl)cc1)C(=O)CN1C(=O)NC2(CCCCC2)C1=O
 : -15, 2, -13, -8, 14, 13, -3, -5
C/C(=N\O)C(C)(C)NC(=O)Nc1ccc(Cl)cc1
 : -8, 0, -22, -9, 19, 8, 1, -4
Cc1[nH]n(-c2ccc(Cl)cc2)c(=O)c1/C=N/n1c(C)nc2ccccc2c1=O
 : -21, 1, 12, -45, 9, -4, 15, -4
CC(=O)c1sc(N2CCOCC2)nc1-c1ccccc1
 : -4, 0, 2, -6, -90, 4, -8, -3
Cc1cc(C)n2nc(C(=O)OCC(=O)c3ccccc3)nc2n1
 : 5, -1, -6, 6, 5, 1, -18, -4
CCOC(=O)Cc1c(C)nc2c(C#N)c[nH]n2c1=O
 : 0, -22, -1, 12, -73, -2, -1, 2
CCOC(=O)c1cc2occc2n1CC(=O)NCCOC
 : 0, -2, 6, 12, 10, 3, -2, 5
CCOc1ccccc1NC(=O)C(CC(C)C)NC(=O)C1CCCCC1 (stereo unspecified)
 : -1, -1, -6, 5, 9, 3, -53, -1
COc1cccc(OC)c1C(=O)Nc1ccccc1C(=O)N1CCOCC1
 : -10, -1, 1, -10, 3, -1, -22, 11
COC(=O)C(C#N)C(c1cccnc1)c1c(C)[nH][nH]c1=O (stereo unspecified)
 : 0, 2, -4, 4, 9, 2, -23, 2
Cc1cc(=O)[nH]c2nnc(SCC(=O)N3CC(C)OC(C)C3)n12 (stereo unspecified)
 : 2, 1, -2, 6, -5, -1, 1, -2
O=C(COc1ccc(Cl)cc1[N+](=O)[O-])N1CCCCC1
 : 5, -1, -12, -21, 8, 1, -10, -10
Cc1ccc(C(=O)Nc2nc(-c3ccccn3)cs2)o1
 : -1, -4, -24, 4, -11, 0, -23, 0
CCOC(=O)CNC(=O)N1CCCC(Cc2ccccc2)(C(=O)OCC)C1 (stereo unspecified)
 : ·, -4, ·, -16, 28, ·, ·, -2
CCCNC(=O)CSc1nc(COc2ccccc2)nc2ccccc12
 : 6, -10, -3, -11, 13, 0, 4, 1
COC(=O)C1=C(CS(=O)(=O)c2ccccc2)NC(=O)NC1c1ccccc1 (stereo unspecified)
 : -6, 1, 2, 10, 13, -4, 0, 2
O=C(O)c1ncn(Cc2ccc(Br)cc2)c1C(=O)O
 : 10, 2, 5, -29, 17, 4, -12, 10
COC(=O)c1sccc1NC(=S)N1CCN(c2cccc(C)c2C)CC1
 : 2, 0, 4, 20, 14, 8, 7, -5
CCN(CC)C(=O)CSc1nc2cc3c(cc2c(=O)n1CCCCCC(=O)NCc1ccc(OC)cc1)OCO3
 : 9, 1, -1, -4, 10, 5, 13, -3
CN(C)c1ccc(-c2cc([C@H]3[C@@H]4C=CCC[C@@]4(C)C(=O)N3Cc3ccccc3)ccc2F)cc1
 : -1, 48*, -3, 12, -451, 3, 17, 1
O=C1C2C3C=CC(C3)C2C(=O)N1Nc1ccc([N+](=O)[O-])cc1[N+](=O)[O-] (stereo unspecified)
 : -1, -2, -14, -8, 31, -4, -5, 1

New compounds follow.
Screens in order – SENP8 block-1, SENP1 FRET inh, SENP6 block, PfG6PD inh, SENP8 block-2, SENP7 inh, Apaf1 inhib, HKDC1 inhibitor
CCC(=O)N(CCc1ccccc1)Cc1cc2cc3c(cc2[nH]c1=O)OCO3
 : 2, 2, 12, -1, -279, 12, 6, 7
CC(=O)c1c(N2CCOCC2)nc(=S)n(-c2ccccc2)c1C
 : 3, 4, 3, -2, 28, 3, 3, -10
Cc1cc(=O)oc2cc(OCCSCCN3CCCC3)ccc12
 : 9, -3, -17, 11, -270, -2, -3, -6
COC(=O)c1ccc(C23CC4(C2)[C@H](CN(C)[C@@H]4c2ccccc2)C3c2ccc(Cl)nc2)cc1 (stereo partly specified)
 : 0, -2, -15, 20, -329, -8, 27, 0
CN(C)CCN1CCc2ccccc21
 : 2, -4, -1, 11, 23, 5, 16, 7
COc1ccc(/C=N/N=C/c2ccc(OC)cc2)cc1
 : -7, 3, -7, 11, 20, 37, -4, -5
COc1ccc(OCc2nc(C#N)c(NCCCn3ccnc3)o2)cc1
 : 5, 1, 11, -8, 0, 1, -24, -3
CCOc1ccc(Br)cc1S(=O)(=O)Nc1ccc(S(=O)(=O)Nc2cc(C)on2)cc1
 : -4, 0, -13, 0, -3, 5, 9, -1
COc1ccc(NC(=O)COC(=O)C2CCN(C(=O)c3ccc(Cl)cc3)CC2)c([N+](=O)[O-])c1
 : -23, 1, -20, 15, 14, -15, 19, -5
Cc1cccc(C)c1NC(=O)C(NC=O)c1ccccc1Cl (stereo unspecified)
 : 2, 0, -12, -10, 0, -7, 3, -4

Random excerpt: 2 compounds from above
Screens in order – SENP8 block-1, SENP1 FRET inh, SENP6 block, PfG6PD inh, SENP8 block-2, SENP7 inh, Apaf1 inhib, HKDC1 inhibitor
COC(=O)c1ccc(C23CC4(C2)[C@H](CN(C)[C@@H]4c2ccccc2)C3c2ccc(Cl)nc2)cc1 (stereo partly specified)
 : 0, -2, -15, 20, -329, -8, 27, 0
COc1ccc(OCc2nc(C#N)c(NCCCn3ccnc3)o2)cc1
 : 5, 1, 11, -8, 0, 1, -24, -3

Further results.
Screens in order – SENP8 block-1, SENP1 FRET inh, SENP6 block, PfG6PD inh, SENP8 block-2, SENP7 inh, Apaf1 inhib, HKDC1 inhibitor
COc1ccc(NC(=O)COc2ccc3c(C)cc(=O)oc3c2)cc1S(=O)(=O)N1CCCCC1
 : 4, -5, 10, 5, -420, 1, 5, -4
O=C(O)C1CCN(S(=O)(=O)Cc2ccccc2)CC1
 : 0, 1, 6, -1, 12, 2, -7, -4
CC(C)(C)C(=O)CSc1ncnc2sc3c(c12)CCC3
 : -10, -7, -13, -3, 2, 1, 14, -4
CCOC(=O)N1CCN(CC(=O)Nc2cc3c(cc2C(C)=O)OCO3)CC1
 : -14, -2, -3, 12, -141, -10, -6, -2
Cc1cc(N2CCN(C)CC2)nc2ccc(NC(=S)N3CCN(c4ccc(Cl)cc4)CC3)cc12
 : 2, -31, 55*, 9, -387, 8, 16, -4
O=C(O)C1CCCCC1C(=O)Nc1ccccc1F (stereo unspecified)
 : -1, 2, 8, -11, 8, 4, -11, -6
